Assay outcomes as filed in PubChem.
TAG inh: triacylglycerol accumulation inhibition; H9c2 cells, Nile Red lipid (TAG) fluorescence; cells loaded with 200 µM oleic acid; AID 651582; inhibition, % at 12.5 µM; 0.66% of 230,000 active;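 active = pattern-corrected inhibition of lipid staining of at least 50% with the nuclear-stain viability signal not falling by more than 50%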;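 also: 0% = DMSO wells and 100% = triacsin C control wells; some results filed as inactive read as strong as hits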
TAG inh DAPI viability: also measured in TAG inh; calls as there; DAPI nuclei signal change (viability), lower = more cytotoxic, %;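 whole-well DAPI fluorescence read on a plate reader as a viability signal; minus 50 percent equals half of cells still viable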
An asterisk follows results filed as active; & = joins results of further samples. This is a subset (hit frequency here may not be typical).

SMILES	TAG inh	TAG inh DAPI viability
Cn1ncc(Cl)c1C(=O)N1CCN(c2ccc(F)cc2)CC1	-4	2
Cc1ccc(C(=O)NC(Cc2cccc(F)c2)C(=O)O)cc1 (configuration not stated)	12	-6
Cc1cccc(-n2ccnc2SCC(=O)N2CCCc3ccccc32)c1C	-2	13
CCSc1nnc(NC(=O)c2c(-c3ccccc3Cl)noc2C)s1	-2	1
Cc1nc2ccccc2nc1OCC(=O)Nc1ccccc1	-4	-3
NC(=O)NNC(=S)Nc1cccc2ccccc12	-7	3
COCCNc1nc(NCc2cc(-c3ccc(OC)cc3)no2)c2sccc2n1	-12	6
CCOc1ccc(NS(=O)(=O)c2ccc(C(=O)N3CC(C)OC(C)C3)cc2)cc1 (configuration not stated)	-49	0
COc1ccc(F)cc1C(=O)C1CCCN(C(=O)CCN2CCCCO2)C1 (configuration not stated)	-10	9
CC(=O)c1ccc(N2CCN(C(=O)c3ccc(Cn4c(=S)[nH]c5ccc(N6CCOCC6)cc5c4=O)cc3)CC2)cc1	-6	13
CCN(CC(=O)Nc1ccccc1C(F)(F)F)C(=O)C1CCC1	-16	5
CCCN(CC)c1ncnc2[nH]ncc12	-5	-10
CCc1ccc2nc(NC(=O)Cn3cnc4ccccc4c3=O)sc2c1	2	-4
O=C(Nc1ccccc1)O/N=C1/CCCc2occc21	-15	6
Cc1cc(C(F)(F)F)nc(NCc2ccc(F)cc2)n1	7	3
COCCNC(=O)C1CCCN(C(=O)c2sccc2C)CC1 (configuration not stated)	-10	8
O=C(COC(=O)CCc1ccccc1)NCc1ccccc1	15	-4
Cc1ccccc1CN1C(=O)[C@@H]2Cc3c([nH]c4ccccc34)C(C)(C)N2C1=O	-11	11
O=S(=O)(Nc1ccc2c(c1)nc1n2CCN(Cc2ccccc2)C1)c1ccccc1	8	4
CCOc1ccc2nc(NC(=O)CN3CCN(C)CC3)sc2c1	68*	-13*
CSc1sc(C(=O)Nc2ccc(F)cc2F)c2c1C=CCC2	6	-16
COC(=O)c1sc2nc(-c3ccccc3)nc(N3CCN(C)CC3)c2c1C	34	82
CC(=O)Nc1ccc(S(=O)(=O)Nc2cccn(Cc3ccc(C)cc3)c2=O)cc1	-36	7
O=C(NCCCN1CCCC1=O)c1cc(-c2ccc3c(c2)OCO3)nc2ccccc12	0	2
CCOc1ccc(C(=O)N(CC)CC(=O)Nc2ccc3c(c2)OCCO3)cc1OCC	12	-1
Additional structures:
SMILES	TAG inh	TAG inh DAPI viability
Cc1ccc(-c2ccc(=O)n(CCC(=O)NCCN3CCCCC3C)n2)cc1 (configuration not stated)	-4	1
CC(=O)c1ccc(-c2ccc(/C=C(/Sc3n[nH]c(C)n3)C(=O)O)o2)cc1	-15	3
C[C@H]1CCC[C@@]2(O[C@@H](CCO)C[C@@H](O)[C@@H]2O)O1	8	-5
COc1ccc(S(=O)(=O)N2CCN(Cc3cc(=O)n4ccccc4n3)CC2)cc1	-1	-10
CC1=CC(C)(C)NC(=S)N1c1ccccc1C	3&8	5&-9
OCC#CCSc1nnc(-c2cccc3ccccc23)o1	3	-4
c1ccc(C(CN2CCCCC2)Oc2ccccn2)cc1 (configuration not stated)	-6	-2
CC1C(=O)N(Cc2cn(CCC3OCCO3)nn2)CCS(=O)(=O)N1Cc1ccc(-c2cccc(CO)c2)cc1 (configuration not stated)	11	-14
CC(=O)c1ccc(OCC(O)CN2CCC(C)CC2)cc1 (configuration not stated)	4	2
COc1ccccc1-n1c(N)cc(=O)nc1SCC(=O)Nc1cc(C)on1	-7	5
Cc1nc(NCCNC(=O)c2ccco2)c2c(C)c(C)sc2n1	-21	5
COc1ccccc1NC(=O)CN(Cc1ccco1)C(=O)c1ccc(N2CCCC2=O)cc1	-13	11
CCN(C[C@H]1N[C@@](C)(C(=O)OC)[C@H]2C(=O)N(Cc3ccccc3)C(=O)[C@@H]12)S(=O)(=O)c1ccc(F)cc1	-5	-4
CCOC(=O)C1=C(C)NC(=O)NC1c1ccc(OC(=O)c2ccco2)cc1 (configuration not stated)	-10	2
CC1CCCC(NC(=O)COC(=O)c2cccs2)C1C (configuration not stated)	1	-7
CCOC(=O)c1cccc(NC(=O)CSc2nnc(C3CCCCC3)n2C)c1	-5	2
Cc1ccc(NC2CCCN(C(=O)CCN3CCOCC3)C2)cc1C (configuration not stated)	5	6
O=C(CN1CCOCC1)N1CCCc2ccccc21	-7	9
COc1ccc(NC(=O)COC(=O)c2cc3c(s2)CCC3)cc1	-33	1
CCC(C)(C)NC(=O)c1ccc(S(=O)(=O)N2CCCCCC2)cc1	4	-1
Cc1[nH]c2ccccc2c1SCc1n[nH]c(=S)n1C	4	-8
Cc1ccc(-c2nnn(CC(=O)N3CCCc4ccccc43)n2)cc1	-18	-7
O=C(CC1S/C(=N/N=C/c2ccco2)NC1=O)Nc1ccccc1 (configuration not stated)	-2	-13
Nc1ccccc1N=Cc1ccc(-c2cccc(Cl)c2)o1	6	102
O=C(NC1CC1)c1cccc(NC(=O)C2CC2)c1	-3	1

Shown with two lines to a compound: part of the list above
Every second line gives: TAG inh, TAG inh DAPI viability
> CC(=O)c1ccc(-c2ccc(/C=C(/Sc3n[nH]c(C)n3)C(=O)O)o2)cc1
    -15, 3
> C[C@H]1CCC[C@@]2(O[C@@H](CCO)C[C@@H](O)[C@@H]2O)O1
    8, -5
> COc1ccc(S(=O)(=O)N2CCN(Cc3cc(=O)n4ccccc4n3)CC2)cc1
    -1, -10
> CC1=CC(C)(C)NC(=S)N1c1ccccc1C
    3&8, 5&-9
> OCC#CCSc1nnc(-c2cccc3ccccc23)o1
    3, -4
> c1ccc(C(CN2CCCCC2)Oc2ccccn2)cc1 (configuration not stated)
    -6, -2
> CC1C(=O)N(Cc2cn(CCC3OCCO3)nn2)CCS(=O)(=O)N1Cc1ccc(-c2cccc(CO)c2)cc1 (configuration not stated)
    11, -14
> CC(=O)c1ccc(OCC(O)CN2CCC(C)CC2)cc1 (configuration not stated)
    4, 2
> COc1ccccc1-n1c(N)cc(=O)nc1SCC(=O)Nc1cc(C)on1
    -7, 5
> Cc1nc(NCCNC(=O)c2ccco2)c2c(C)c(C)sc2n1
    -21, 5
> COc1ccccc1NC(=O)CN(Cc1ccco1)C(=O)c1ccc(N2CCCC2=O)cc1
    -13, 11
> CCN(C[C@H]1N[C@@](C)(C(=O)OC)[C@H]2C(=O)N(Cc3ccccc3)C(=O)[C@@H]12)S(=O)(=O)c1ccc(F)cc1
    -5, -4
> CCOC(=O)C1=C(C)NC(=O)NC1c1ccc(OC(=O)c2ccco2)cc1 (configuration not stated)
    -10, 2
> CC1CCCC(NC(=O)COC(=O)c2cccs2)C1C (configuration not stated)
    1, -7
> CCOC(=O)c1cccc(NC(=O)CSc2nnc(C3CCCCC3)n2C)c1
    -5, 2
> Cc1ccc(NC2CCCN(C(=O)CCN3CCOCC3)C2)cc1C (configuration not stated)
    5, 6
> O=C(CN1CCOCC1)N1CCCc2ccccc21
    -7, 9
> COc1ccc(NC(=O)COC(=O)c2cc3c(s2)CCC3)cc1
    -33, 1
> CCC(C)(C)NC(=O)c1ccc(S(=O)(=O)N2CCCCCC2)cc1
    4, -1
> Cc1[nH]c2ccccc2c1SCc1n[nH]c(=S)n1C
    4, -8

The listing continues.
SMILES	TAG inh	TAG inh DAPI viability
Cc1ccc(S(=O)(=O)/N=C(/NC(=S)Nc2ccccc2)c2ccccc2)cc1	-8	-5
O=C(NCCC1=CCCCC1)c1ccc(CN2CCOCC2)cc1	1	-6
CCOc1ccc(Nc2nc(CC(=O)OC)cc(=O)[nH]2)cc1	-1	9
O=C(NCC(=O)N1CCOCC1)c1ccc(Cl)c(Cl)c1	3	-1
Cn1c(CCC(=O)O)nc2cc(S(=O)(=O)N3CCCC3)ccc21	-17	6
COc1ccc(OC)c(-n2c(=S)[nH]c3cc(C(=O)N4CCCCC4)ccc3c2=O)c1	0	-3
CCC(=O)Nc1nnc(/C=C/c2ccc(OC)cc2)s1	9	5
CCO/C=C1\SC(=S)N(c2ccc(Cl)cc2)C1=O	3	0
O=C(NC(=S)NCc1cccnc1)c1cccc2ccccc12	-5	-9
O=C(CSc1nc2ncccc2[nH]1)NCCc1ccccc1	-12	-8
Cc1cccc(NC(=O)CN(C)C(=O)c2ccc(N3CCCCCC3)c([N+](=O)[O-])c2)c1C	14	-5
C=CC[C@@H](CC(=O)N(CCO)Cc1ccccc1)C(=O)N[C@@H](COC(=O)[C@@H](CC=C)CC(=O)OC(C)(C)C)Cc1c[nH]c2ccccc12	34	-9
Cc1ccc2nc(NC(=O)CCCC(=O)O)sc2c1	1	-2
Cc1cc(C(F)F)nn1CC(=O)NC1CCCCCC1	10	0
COc1ccc(C(=O)c2c(C)oc3ccc(O)c(CN4CCOCC4)c23)cc1	-26	4
O=C1c2ccccc2C(=O)N1CCCCc1cn(C[C@H]2CC[C@H](Cn3cc(CCCCN4C(=O)c5ccccc5C4=O)nn3)O2)nn1	3	-8
COc1ccc(-c2sc(Nc3cccc4ccccc34)n[n+]2C)c(C)c1C	0	-7
O=C(N/N=C/c1ccccc1F)NC1CCCCC1	0	3
OC(c1ccccc1)(c1nc(/C=C/c2ccc(C(F)(F)F)cc2)cs1)C(F)(F)F (configuration not stated)	-23	2
N#Cc1cn(CC(=O)N2CCCC2)c2ccccc12	-6	20
O=C(N/N=C/c1c[nH]c2ccccc12)c1ccn[nH]1	-8	4
CCN(CC(=O)Nc1ccc(S(=O)(=O)N2CCOCC2)cc1)Cc1ccccc1	-26	-3
COc1ccc(S(=O)(=O)N(C)c2c(C)n(C)n(-c3ccccc3)c2=O)cc1OC	3	-5
O=C(O)C1C(=O)NCC1c1ccccc1 (configuration not stated)	-21	-3
CCOc1ccc(-c2nnc(-c3cccnc3)o2)cc1OCC	21	-10
(cont.)
SMILES	TAG inh	TAG inh DAPI viability
COc1ccc(Oc2nc(SC)nc3ccccc23)cc1	-34	-1
Cc1ccc(C)c(S(=O)(=O)Nc2ccc(C(N)=O)cc2)c1	-15	-9
CCCOc1ccc(/C(O)=C2/C(=O)C(=O)N(CCN(C)C)C2c2ccc(OC)c(OC)c2)cc1 (configuration not stated)	-3	9
COc1ccc(OCC(=O)Nc2ccccc2C(=O)Nc2ccc(C(=O)O)cc2)cc1	7	0
O=C(COC(=O)COc1ccc(Br)cc1)NNC(=O)c1ccccc1	-21	-1
C[C@H](CO)N1C[C@H](C)[C@@H](CN(C)S(=O)(=O)c2cn(C)cn2)Oc2ccc(NC(=O)Nc3ccccc3)cc2C1=O	13	-5
Cc1cc(C)cc(NC(=O)C(OC(=O)c2cc[n+]([O-])cc2)c2ccccc2)c1 (configuration not stated)	1	1
Cc1ccc2c(c1)N(C(=O)CCC(=O)NC1CCCCCC1)CC(C)O2 (configuration not stated)	8	-9
CCOc1ccc(NC(=O)CN(C)C(=O)c2cc(-c3ccco3)nc3ccccc23)cc1OCC	15	9
O=C1C2CCCCC2C(=O)N1c1ccc(S(=O)(=O)Nc2ncccn2)cc1 (configuration not stated)	11	9
O=C(COC(=O)c1nc(Cl)ccc1Cl)NC1CCS(=O)(=O)C1 (configuration not stated)	13	-1
C/C(N)=C(/C#N)C(=O)CSc1ccccc1F	-8	3
O=C(NCc1ccccc1)c1c(O)c2ccccc2[nH]c1=O	-1	-2
CC(C)CNS(=O)(=O)c1ccc(CCC(=O)Nc2ccc3c(c2)OCO3)cc1	13	-16
CN1CSC2=C(C#N)C(c3cccc(OCc4ccccc4)c3)CC(=O)N2C1 (configuration not stated)	-12	-12
COc1ccc(C(=O)N(CN2CCCC2=O)c2ccc(C)cc2)cc1	4	2
COc1ccc(CN2CCNC(=O)C2CC(=O)NCC2CCOCC2)c(C)c1C (configuration not stated)	8	-12

An excerpt of these results, as a markdown table:
| mol | TAG inh | TAG inh DAPI viability |
| --- | --- | --- |
| O=C(COC(=O)c1nc(Cl)ccc1Cl)NC1CCS(=O)(=O)C1 (configuration not stated) | 13 | -1 |
| COc1ccc(Oc2nc(SC)nc3ccccc23)cc1 | -34 | -1 |
